Compound activity: PubChem BioAssay, several laboratories
Cardio protect – modulators protecting cardiomyocytes from myocardial damage | H9c2 cardiomyocytes, H2O2 injury protection, ATPLite, 2 h | hit rate 0.63% among 360,000 | protection from H2O2 cell death, % at 20 µM;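 active = compounds giving at least 50% protection of heart cells from peroxide-induced death in the single-dose screen, raw or plate-pattern-corrected value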;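 note: 0% = DMSO wells with peroxide and 100% = DMSO wells without peroxide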
MC4R ag barr – agonists of human melanocortin 4 receptor (MC4R) beta-arrestin; hit rate 0.98% among 360,000; U2OS MC4R beta-arrestin complementation, luminescence; percent of melanotan II response, DMSO zero; AID 540308; activation, % at 8.9 µM; P32245;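 active = activation above a per-plate cutoff, the mean activation of sample wells on that plate plus 3 SD, cut at about 8% in these data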
Target sequence (P32245 whole entry, looked up): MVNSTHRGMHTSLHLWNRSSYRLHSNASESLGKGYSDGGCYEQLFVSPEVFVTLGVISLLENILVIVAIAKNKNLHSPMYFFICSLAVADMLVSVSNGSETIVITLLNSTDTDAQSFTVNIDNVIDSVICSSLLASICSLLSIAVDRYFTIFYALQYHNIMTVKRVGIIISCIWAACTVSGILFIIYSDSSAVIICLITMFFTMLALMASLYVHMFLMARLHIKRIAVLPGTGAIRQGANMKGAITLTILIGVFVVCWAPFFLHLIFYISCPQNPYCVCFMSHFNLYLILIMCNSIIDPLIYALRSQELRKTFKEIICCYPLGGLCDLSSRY
ABCB6 inh 2 – human ABCB6 transporter inhibition | K562-ABCB6 porphyrin accumulation, flow cytometry, 1 h; stronger effect = lower value | fluorescence ratio to DMSO, % at 10 µM | hit rate 0.19% among 360,000 | AID 602162;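 active = fluorescence ratio to DMSO below 75%, the collection mean minus 3 SD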;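 note: signal is porphyrin accumulated inside mitochondria; 100% equals median channel fluorescence of DMSO control wells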
m5-HT2A agonist – activates the mouse 5-HT2A serotonin receptor; CHO-K1 mHTR2A beta-arrestin complementation, luminescence; percent of 30 µM serotonin response; P35363; activation, % at 7.6 µM; hit rate 0.66% among 360,000;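 active = activation above a run cutoff, the mean activation of all tested compounds plus 3 SD, cut at about 14% in these data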;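 note: 0% = plate median of compound wells and 100% = 30 µM serotonin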
Vif inh – HIV Vif inhibition; hit rate 0.35% among 340,000; inhibition, % at 7.49 µM; HEK293T cells, Vif self-association by quenched fluorescence, imaging, 24 h; in the data active = inhibition above about 50%, passing the limit was not always enough; note: some results filed as inactive read as strong as hits
CaV13 FRET inh – Primary screen for inhibitors of IQ motif and Ca2+-dependent inactivation inhibitor domain binding in CACNA1D, Förster resonance energy transfer in living cells, …; HEK cells, CFP/YFP FRET ICDI-IQ, plate reader, 10 min; percent FRET-ratio fall versus neutral wells; inhibition, % at 12.3 µM; hit rate 0.098% among 340,000; AID 743397;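 active = mean replicate inhibition of at least 30% and at least 1% of replicates passing that level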;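 note: 0% = median of the neutral control wells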
PDI turbidity – blocks human protein disulfide isomerase activity; PDI insulin aggregation turbidity, A650, 90 min; inhibition, % at 10 µM; hit rate 0.052% among 350,000;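 active = mean inhibition across replicates of 30% or more, whatever share of single replicates reach that level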;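 note: absorbance from insulin aggregation driven by PDI reduction with DTT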
Target sequence (P07237 whole entry, looked up): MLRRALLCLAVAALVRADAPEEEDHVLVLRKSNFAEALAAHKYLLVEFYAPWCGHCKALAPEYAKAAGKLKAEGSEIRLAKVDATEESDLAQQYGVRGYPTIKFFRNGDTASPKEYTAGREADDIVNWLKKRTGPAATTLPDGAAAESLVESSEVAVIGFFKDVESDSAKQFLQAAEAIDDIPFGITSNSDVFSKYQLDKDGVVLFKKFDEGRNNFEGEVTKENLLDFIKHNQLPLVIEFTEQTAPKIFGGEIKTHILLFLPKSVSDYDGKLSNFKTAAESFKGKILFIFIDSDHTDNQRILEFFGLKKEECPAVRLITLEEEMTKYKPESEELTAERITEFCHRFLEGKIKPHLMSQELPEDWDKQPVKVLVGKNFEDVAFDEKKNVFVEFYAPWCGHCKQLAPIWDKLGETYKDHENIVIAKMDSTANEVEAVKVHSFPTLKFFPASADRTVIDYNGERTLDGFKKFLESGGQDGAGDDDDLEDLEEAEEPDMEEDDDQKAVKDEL
N-glyco inh – blocks N-linked glycosylation in D54 reporter cells; D54 ERlucT glycosylation luciferase reporter, 24 h; percent of 100 nM tunicamycin response; reporter increase, % at 12.5 µM; hit rate 0.23% among 360,000; AID 588692;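 active = mean luciferase reporter signal, scaled so untreated is 0 and the glycosylation-blocking control 100, at or above a set limit in every replicate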;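 note: luciferase carries N-glycosylation sites so blocking glycosylation raises the light; 0% = median of neutral control wells and 100% = median of 100 nM tunicamycin wells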
aDG glyco up – increases alpha dystroglycan glycosylation. activation, % at 10 µM. Pro5-aDG cells, alpha-DG glycosylation AlphaScreen (IIH6); 0% Pro5, 100% B10-LARGE cell signal. hit rate 0.22% among 360,000;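 active = activation of at least 8% versus controls, or a plate z-score of at least 8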;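 note: Pro5 are CHO cells carrying HIG-tagged alpha-DG that lacks glycosylation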
MC4R antag cAMP – human MC4R antagonism in cAMP assay; P32245; inhibition, % at 6.5 µM; MC4R-expressing cells, MTII-stimulated cAMP, LANCE TR-FRET; hit rate 0.48% among 360,000;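 active = inhibition above its plate's cutoff, the mean of tested wells on that plate plus 3 SD, cut at about 29% in these data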;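 note: 0% = Melanotan II alone and 100% = Melanotan II plus saturating MCL0020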
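System: U2OS cells stably expressing human melanocortin 4 receptor (MC4R). Reagent: Melanotan II challenge after compound preincubation. Doses: 6.5 µM. Times: 30-min compound, 1-h challenge, 1-h detection, room temperature. Measured by: TR-FRET with Eu-cAMP and labeled anti-cAMP, 671 nm. Replicates: singlicate.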
* = called active by the depositor; nt = not tested or not shown.

cpd	Compound	Cardio protect	MC4R ag barr	ABCB6 inh 2	m5-HT2A agonist	Vif inh	CaV13 FRET inh	PDI turbidity	N-glyco inh	aDG glyco up	MC4R antag cAMP
1	Cc1cc(=O)[nH]c(-n2nc(C)c(Oc3ccccc3O)c2C)n1	42	-0.6	95	8	15	nt	14	2	0.2	5
2	CCN1CCN(C/C(C)=C/c2ccccc2)CC1	3	0.6	93	0	14	-2	1	0	-0.2	1
3	CC(C)CCn1nnnc1CN1CCN(c2ccc(F)cc2)CC1	1	1.0	101	0	-1	-6	-8	-2	0.5	2
4	O=[N+]([O-])c1ccc(Cl)cc1CNc1ccc(F)c(F)c1	-2	-1.3	98	-3	-1	-6	3	0	-0.2	-5
5	COc1cc(C(c2c(C)[nH][nH]c2=O)c2c(C)[nH][nH]c2=O)cc(Br)c1OC	4	-0.9	98	0	0	-1	-1	2	0.1	1
6	O=C1CN(C(=O)COC(=O)c2ccccc2NC(=O)c2ccco2)c2ccccc2N1	14	-1.2	93	1	-15	-4	5	3	-0.1	2
7	Cc1cc2[nH]c(=O)c(=O)[nH]c2cc1S(=O)(=O)Nc1ccccc1F	-6	0.7	99	7	7	-2	nt	0	0.1	-4
8	Cc1nc2ccc3nc(NC(=O)c4ccc(S(=O)(=O)N5CCOCC5)cc4)sc3c2s1	-4	0.6	95	5	14	-2	0	-3	-0.2	-4
9	NCCC(=O)N1c2ccccc2Sc2ccccc21	-1	1.9	101	-4	-2	-4	-4	0	-0.1	8
10	COc1cccc(N(CC(=O)NC2CCCC2)C(=O)Cn2nnc(-c3ccc(C)o3)n2)c1	4	3.0	96	1	-2	-2	7	-3	-0.1	5
11	O=C(O)c1nnn(-c2ccc([N+](=O)[O-])cc2)c1-c1ccccc1	-3	-2.5	96	2	0	-5	5	0	0.0	-1
12	COc1ccc(NC(=O)C2CCCN(S(=O)(=O)c3c(C)[nH]c(=O)[nH]c3=O)C2)cc1 (stereo unspecified)	2	1.2	100	0	24	nt	0	1	-0.1	12
13	CC(=O)c1cccc(NC(=O)c2ccc(Br)o2)c1	7	0.2	106	4	-4	-8	0	1	-0.1	2
14	O=C(COC(=O)c1cccs1)NCCCc1ccccc1	1	-1.9	99	1	8	3	0	-1	-0.2	17
15	CN(C(=O)COC(=O)c1c[nH]c(=O)[nH]c1=O)C1CCCCC1	4	1.9	100	2	10	-4	-1	0	-0.1	10
16	CCOCCOC(=O)c1[nH]c2c(c1C)C(=O)CC(c1ccccc1)C2 (stereo unspecified)	1	-0.1	101	1	12	-4	-5	10	2.2*	-24
17	O=C(CCc1c[nH]c2ccccc12)NCCc1ccccc1	2	-2.5	103	1	26	-3	8	-1	0.0	6
18	Cc1cc(N/N=C/c2cccc(Cl)c2)nc(NCc2ccccc2)n1	-16	-2.0	102	-6	-1	-5	-17	-3	1.4	16
19	O=C(Nc1cccc(-c2cnc3ccccc3n2)c1)c1ccc(Cl)cc1	0	2.2	99	2	-5	-8	1	-2	-0.1	2
20	COCCn1c(=NC(=O)CSCC(=O)Nc2cc(C)on2)sc2cc(C(=O)OC)ccc21	8	-0.5	100	4	-5	-4	2	1	0.4	24
21	CCOC(=O)Cn1nc(-c2ccccc2)ccc1=O	8	2.1	110	-3	-8	-9	5	-1	-0.1	8
22	O=C1N/C(=C/c2ccc(N3CCOCC3)cc2)C(=O)N1Cc1ccc(F)cc1	0	8.2	101	2	42	-7	-11	0	-0.1	4
23	CCOC(=O)/C=C/C(=O)OCC(=O)Nc1ccc(Cl)cn1	-4	-1.4	105	4	-9	nt	1	-2	-0.1	12
24	O=C1N/C(=N\S(=O)(=O)c2ccccc2)S/C1=C\c1cc([N+](=O)[O-])ccc1O	2	0.4	115	-1	28	-5	1	2	0.0	0
25	NS(=O)(=O)c1ccc(CCNC(=O)C2CCN(S(=O)(=O)c3cnc[nH]3)CC2)cc1	0	1.8	102	1	2	-8	7	1	-0.1	-5
26	CCCOC(=O)C(C)Sc1n[nH]c(=O)[nH]c1=O (stereo unspecified)	5	-1.9	96	14*	12	5	-2	-1	0.0	5
27	CSc1ccc(Cl)c(C(=O)NCCCn2ccnc2)c1	2	-0.2	94	-1	14	-15	-3	1	0.2	5
28	COc1ccc(C(C)(O)c2nc(-c3cncnc3)cs2)cc1 (stereo unspecified)	-7	-0.5	91	1	-2	-5	-1	4	-0.2	0
29	O=C(CC1Nc2ccccc2NC1=O)NCC1COc2ccccc2O1 (stereo unspecified)	4	-0.3	nt	-3	-2	nt	8	6	0.2	2
30	CCOCc1nnc(NC(=O)c2cc(OC)c(OC)c(OC)c2)s1	2	1.3	105	5	0	-21	-1	3	-0.1	-7
31	COC(=O)c1ccc(NC(=O)CSC2=NCCN2)cc1	4	0.6	104	-5	-6	-5	4	4	-0.1	-13
32	O=C(c1cccc(Cl)c1)N1CCN(Cc2ccccc2)CC1	4	-1.6	99	3	-8	-20	-2	-4	0.1	-2
33	COCCCNC(=O)CN(c1cc(Cl)cc(Cl)c1)S(C)(=O)=O	0	-0.3	108	1	9	-8	25	1	-0.1	-6
34	O=C(CSc1ccc(-c2ccccc2)nn1)NCc1ccco1	-4	-2.7	90	-4	-3	-5	-1	1	0.0	-3
35	OCCCCNCc1cc(Br)ccc1OCc1ccccc1F	-16	0.3	100	-3	-13	-7	-5	2	1.4	-6
36	NS(=O)(=O)c1ccc(CNC(=O)c2ccc(Cl)c(S(=O)(=O)NCc3ccccc3)c2)cc1	12	-2.5	96	-1	7	-6	-31	3	-0.1	9
37	O=C(CSc1nnc2ccccn12)NC(=O)NC1CCCC1	2	-0.5	99	0	14	-8	-5	2	-0.2	5
38	O=C(O)c1ccc(-c2ccco2)n1Cc1ccccc1	-3	-1.5	127	5	4	nt	-1	3	0.0	0
39	NS(=O)(=O)c1ccc(NC(=O)CN2C(=O)C3C4C=CC(C4)C3C2=O)cc1 (stereo unspecified)	-4	-0.5	98	0	-1	-2	12	1	-0.2	7
40	CCC1CCC2(CC1)NC(=O)N(CC(=O)Nc1ccc(OC)cc1)C2=O (stereo unspecified)	2	-0.4	99	7	nt	-5	9	1	0.0	1
41	CSc1ncc(-c2ccccc2)cn1	8	-2.8	100	1	-1	-6	8	0	0.0	-1
42	O=C(Cc1cccc2ccccc12)Nc1ccccc1Br	2	-1.4	97	1	-4	-21	7	1	0.0	5
43	O=C(CC[C@H]1O[C@@H](n2cnc3c(NC(=O)c4ccccc4)ncnc32)[C@H](O)[C@@H]1O)NCc1cccs1	8	nt	94	1	nt	-5	nt	3	0.0	nt
44	CCn1c(SCC(=O)c2ccc3c(c2)Cc2ccccc2-3)nnc1-c1ccc(N)cc1	-9	11*	97	4	6	-5	5	0	0.4	7
45	CN1C(=O)C(C)(C)c2cc(S(=O)(=O)N3CCN(c4ccccc4)CC3)ccc21	-1	-0.9	94	-3	1	-8	nt	1	0.2	8
46	Cc1ccc(C)c(SCC(=O)NCC(c2ccco2)N2CCCCC2)c1 (stereo unspecified)	-2	-1.8	109	-14	1	-5	-6	-5	0.0	1
47	CC(=O)c1c(C)nn(C(C)CC(=O)O)c1C (stereo unspecified)	-3	-1.2	102	0	13	0	1	3	0.1	0
48	COc1ccc(C)cc1N(C(=O)c1snc(C(N)=O)c1N)C(C(=O)NC1CCCC1)c1ccc(F)cc1 (stereo unspecified)	-5	-0.5	100	6	-2	-2	7	-4	0.0	1
49	CCOc1ccc(NC(=S)N2CCC(NC(=O)c3ccco3)CC2)cc1	-1	-0.5	95	8	-3	-4	3	4	-0.2	24
50	COc1cccc(NC(=O)CN(c2ccc([N+](=O)[O-])cc2)S(=O)(=O)c2ccccc2)c1	3	-0.9	95	-3	4	-3	1	0	-0.1	17

Additional structures:
cpd	Compound	Cardio protect	MC4R ag barr	ABCB6 inh 2	m5-HT2A agonist	Vif inh	CaV13 FRET inh	PDI turbidity	N-glyco inh	aDG glyco up	MC4R antag cAMP
51	CC1CCc2c(sc3nn[nH]c(=O)c23)C1 (stereo unspecified)	3	0.3	96	3	10	-8	5	-3	-0.3	-7
52	O=C(CNc1cccc(S(=O)(=O)N2CCCC2)c1)Nc1ccc(F)cc1F	-8	-3.6	92	8	-4	-5	-4	-3	0.2	-1
53	CCc1nn2c(=O)c(S(=O)(=O)Nc3cccc(F)c3)c(C)nc2s1	2	-2.2	98	3	-2	-7	-3	1	-0.1	3
54	CC1CN(S(=O)(=O)c2cccc(C(=O)Nc3ccc(S(=O)(=O)NC4=NCCCCC4)cc3)c2)CC(C)O1 (stereo unspecified)	2	0.2	97	3	-5	-6	1	-2	-0.1	10
55	COc1cc(NC(=S)NCCCN(C)C)c(OC)cc1NC(=O)c1ccco1	11	0.4	97	-3	0	-6	-1	0	-0.1	3
56	O=C(Nc1c2c(nn1-c1ccccc1)CS(=O)(=O)C2)C1CCCC1	-1	-1.2	106	-1	16	-7	-6	2	2.2	3
57	O=C(C[n+]1cccc(CNC(=O)c2ccc(OC(F)F)cc2)c1)Nc1ccc(SC(F)F)cc1	0	-1.2	98	-7	-4	-5	-12	6	-0.2	11
58	Cc1nc2ccccc2c2c1C(=O)N(C1CCCCCCC1)C2=O	6	-0.6	93	6	2	-8	1	-2	-0.2	3
